Bioassay records as filed in PubChem.
TIM10 inh: TIM10 yeast growth inhibition; S. cerevisiae TIM10 strain growth, BacTiter-Glo luminescence, 24 h; 330,000 tested, 1.4% active; inhibition, % at 10 µM;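 active = inhibition of 40% or more at the single tested concentration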;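 also: wild-type TIM10 isogenic control strain grown at permissive 25 °C; 0% = DMSO yeast wells and 100% = minimal medium wells without yeast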
mIAP block: blocks mouse intestinal alkaline phosphatase | inhibition, % at 10 µM | 330,000 tested, 0.2% active | purified mouse IAP, CDP-Star luminescence, 30 min;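 active = inhibition of at least 40% at 10 µM in the primary screen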;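 also: plate controls were DMSO with enzyme for no effect and no enzyme wells for full effect; values of inactives mirror those of a sister screen read the other way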
ATG4B inh: ATG4B (human) cysteine protease inhibition; Q9Y4P1; 340,000 tested, 0.51% active; ATG4B cleavage of LC3-PLA2, NBD-HPC fluorescence, 1 h; inhibition, % at 8.33 µM; in the data active = inhibition above about 40%
Target sequence (Q9Y4P1 whole entry, looked up): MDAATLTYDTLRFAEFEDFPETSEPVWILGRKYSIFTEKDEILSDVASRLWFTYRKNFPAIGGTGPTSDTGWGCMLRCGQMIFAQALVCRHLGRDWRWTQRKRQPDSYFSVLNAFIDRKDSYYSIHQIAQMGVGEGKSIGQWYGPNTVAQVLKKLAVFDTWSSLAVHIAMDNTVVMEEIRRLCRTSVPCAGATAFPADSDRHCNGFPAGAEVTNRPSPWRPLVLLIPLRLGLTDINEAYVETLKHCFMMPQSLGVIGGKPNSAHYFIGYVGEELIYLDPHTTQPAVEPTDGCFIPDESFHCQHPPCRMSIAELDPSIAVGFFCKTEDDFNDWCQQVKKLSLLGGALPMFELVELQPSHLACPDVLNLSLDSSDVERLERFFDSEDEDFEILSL
NLRP3 yeast inh: NALP3 inhibition in yeast; 330,000 tested, 0.39% active; AID 2825; inhibition, % at 10 µM; Yeast reconstituted NLRP3/ASC/caspase-1, beta-gal luminescence, 24 h;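 active = inhibition of 50% or more; inactive = inhibition below 50%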;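 also: plate controls were induced DMSO wells for no effect and uninduced yeast grown without galactose for full effect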
hIAP inh: blocks human intestinal alkaline phosphatase; AID 2544; 330,000 tested, 0.12% active; purified IAP, CDP-Star luminescence, 30 min; inhibition, % at 10 µM;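 active = inhibition reaching a set limit with compound at 10 µM in the primary screen, cut at about 35% in these data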;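 also: plate controls were DMSO wells with enzyme for no effect and no-enzyme buffer wells for full effect; values of inactives mirror those of a sister screen read the other way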
Target sequence (P09923 whole entry, looked up): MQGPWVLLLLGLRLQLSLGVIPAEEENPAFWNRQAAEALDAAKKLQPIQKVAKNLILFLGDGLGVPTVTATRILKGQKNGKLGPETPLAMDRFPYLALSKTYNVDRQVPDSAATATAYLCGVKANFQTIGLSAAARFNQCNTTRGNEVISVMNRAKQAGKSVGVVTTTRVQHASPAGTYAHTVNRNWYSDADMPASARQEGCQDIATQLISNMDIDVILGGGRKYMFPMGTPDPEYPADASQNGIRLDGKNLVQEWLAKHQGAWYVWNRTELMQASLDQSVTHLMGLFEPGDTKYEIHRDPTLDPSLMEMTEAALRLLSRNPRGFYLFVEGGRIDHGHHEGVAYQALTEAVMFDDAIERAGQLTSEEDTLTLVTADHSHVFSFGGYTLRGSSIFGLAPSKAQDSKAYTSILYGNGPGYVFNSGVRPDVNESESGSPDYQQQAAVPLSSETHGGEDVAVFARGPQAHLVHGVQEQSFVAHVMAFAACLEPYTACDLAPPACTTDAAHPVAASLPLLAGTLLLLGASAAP
hIAP activ: increases human intestinal alkaline phosphatase activity; purified human IAP, CDP-Star luminescence, 30 min; stronger effect = higher value; 1 = vehicle-only enzyme, 0 = enzyme-free background; 330,000 tested, 0.16% active; activation factor at 10 µM;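 active = activation factor of the enzyme at least 2-fold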; also: the source names both 10 and 20 µM as test concentration; values of inactives mirror those of a sister screen read the other way
tim10-1 inh: growth inhibitors of tim10-1 mutant yeast. AID 463190. S. cerevisiae tim10-1 ts strain growth, BacTiter-Glo, 24 h. inhibition, % at 20 µM. 330,000 tested, 2.2% active;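 active = inhibition of at least 40%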;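 also: mutant grown at 25 °C; 0% = DMSO wells with yeast and 100% = wells holding no yeast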
Apaf1 inhib: inhibitors of human Apaf-1 apoptosome; O14727; reconstituted apoptosome caspase-3 activity, DEVD-Rh110 fluorescence; inhibition, % at 20 µM; 330,000 tested, 0.71% active; AID 489030; active = inhibition of at least 40% at 20 µM;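 also: plate controls were DMSO wells for no effect and DEVD-CHO caspase inhibitor wells for full effect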
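Material: reconstituted apoptosome with Apaf-1, cytochrome c, caspase-9, procaspase-3, dATP; medium: pH 7.5 Hepes buffer with CHAPS, BSA, DTT; also added: cytochrome c and DEVD-Rh110 substrate; timing: 30 min plus 50 min, RT; signal: Rh110 fluorescence intensity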
mIAP act: mouse IAP activation | activation factor at 10 µM | AID 2805 | muIAP, CDP-Star luminescence, 30 min; stronger effect = higher value; 1 = vehicle-only enzyme signal, 0 = enzyme-free wells | 330,000 tested, 0.24% active;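 active = activation factor of at least 2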; also: the source names both 10 and 20 µM as test concentration; values of inactives mirror those of a sister screen read the other way
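also added = chemiluminescent substrate CDP-Star | test system = mouse IAP enzyme | signal = chemiluminescence readout | compound = DMSO-dissolved test compounds | incubation = 30 min at room temperature | benchmarks = DMSO wells, no-enzyme wells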
The depositor's hits bear a star.

cpd | canonical_smiles | TIM10 inh | mIAP block | ATG4B inh | NLRP3 yeast inh | hIAP inh | hIAP activ | tim10-1 inh | Apaf1 inhib | mIAP act
1 | Nc1c2c(nc3ccn(Cc4ccccc4)c(=O)c13)CCC2 | 11 | 6 | 0 | 26 | -21 | 1.2 | -10 | -7 | 0.94
2 | Cc1cc(C)cc(C(=O)OCC(=O)NC2CCCC2)c1 | 1 | -10 | -3 | 20 | -7 | 1.1 | 9 | 6 | 1.1
3 | CSc1nc(C)cc(C)c1C(N)=O | 3 | -4 | -4 | 8 | -10 | 1.1 | 12 | -1 | 1
4 | Cc1ccc(S(=O)(=O)N2CCN(C(=O)COC(=O)/C=C/c3ccccc3)CC2)c(C)c1 | 11 | -3 | -1 | -4 | 10 | 0.91 | -7 | 26 | 1
5 | COC(=O)C1CCN(C(=O)CN2C(=O)NC(CC(C)C)C2=O)CC1 (centres undefined) | 7 | 3 | -3 | -7 | -8 | 1.1 | -11 | -8 | 0.97
6 | Cn1cc(CNC(=O)c2ccc(OC3CCN(Cc4ccccn4)CC3)cc2)cn1 | -5 | -6 | 4 | 10 | -2 | 1 | -15 | -3 | 1.1
7 | CC(=O)NC(=S)Nc1ccc(NC(=O)COc2ccc(Cl)cc2)cc1 | -6 | -3 | -18 | 10 | 11 | 0.89 | 13 | 12 | 1
8 | O=C(OCC(=O)N1CCN(C(=O)COC(=O)c2ccc(O)cc2O)CC1)c1ccc(O)cc1O | 2 | 5 | -15 | 15 | -16 | 1.2 | -4 | 15 | 0.95
9 | CC(=O)c1cnc(SCC(=O)O)nc1C | 2 | 2 | -4 | 1 | -2 | 1 | -10 | -10 | 0.98
10 | CN1CCc2c(sc(NC(=O)c3ccc([N+](=O)[O-])o3)c2C(N)=O)C1 | 2 | 4 | -2 | 35 | 3 | 0.97 | 20 | 22 | 0.96

3 compounds out of the list above, sorted by their value in mIAP block, falling.
| nr | Molecule | mIAP block |
| --- | --- | --- |
| 8 | O=C(OCC(=O)N1CCN(C(=O)COC(=O)c2ccc(O)cc2O)CC1)c1ccc(O)cc1O | 5 |
| 10 | CN1CCc2c(sc(NC(=O)c3ccc([N+](=O)[O-])o3)c2C(N)=O)C1 | 4 |
| 9 | CC(=O)c1cnc(SCC(=O)O)nc1C | 2 |

The listing continues:
cpd | canonical_smiles | TIM10 inh | mIAP block | ATG4B inh | NLRP3 yeast inh | hIAP inh | hIAP activ | tim10-1 inh | Apaf1 inhib | mIAP act
11 | Cc1ccc(S(=O)(=O)NCCn2nc(C)cc2C)cc1 | 4 | -1 | -4 | 15 | 3 | 0.97 | 2 | -15 | 1
12 | Cc1cc(/C(N)=N/OC(=O)Nc2ccc(Cl)cc2)no1 | 15 | -12 | 0 | 1 | -14 | 1.1 | 8 | -13 | 1.1
13 | CCCCc1c(O)nc(SCC(=O)N2CCOCC2)n(-c2ccc(OC)cc2)c1=O | 9 | 8 | 2 | 11 | 4 | 0.96 | -12 | -1 | 0.92
14 | COCCN(C(=O)c1cc2c(s1)CCC2)c1c(N)n(CC(C)C)c(=O)[nH]c1=O | 7 | 3 | 2 | -6 | 2 | 0.98 | 12 | -4 | 0.97
15 | CCN(CC)S(=O)(=O)c1ccc2c(c1)N(CC(=O)NCC1CCCO1)C(=O)CO2 (centres undefined) | -5 | 5 | -4 | 18 | 24 | 0.77 | 15 | -5 | 0.95
16 | COc1cccc(C(=O)NCC(=O)N2CCC3(CC2)NCCc2[nH]cnc23)c1OC | -9 | -5 | -6 | 13 | -12 | 1.1 | 1 | -2 | 1.1
17 | O=C1/C(=C\c2ccco2)SC(=S)N1c1ccccc1 | 3 | 64* | 4 | -18 | -5 | 1.1 | -7 | 1 | 0.36
18 | COc1ccc(C2=C(O)C(C)N(c3ccccc3)C2=N)cc1OC (centres undefined) | -10 | -3 | 0 | 15 | 22 | 0.78 | -8 | -13 | 1
19 | CCOc1cc(C2NC(=O)NC(O)(C(F)(F)F)C2C(=O)c2ccc(OC)cc2)ccc1O (centres undefined) | 6 | -2 | -7 | 8 | -11 | 1.1 | 3 | -8 | 1
20 | C[C@H](NC(=O)c1nc[nH]c1C(=O)N1CCNCC1)C(=O)OC(C)(C)C | -3 | -10 | -4 | 13 | 1 | 0.99 | -18 | -1 | 1.1
21 | CC(=O)Nc1nc(C)c(C(C)(C)C)s1 | 2 | 4 | -6 | -10 | -5 | 1.1 | 3 | -15 | 0.96
22 | C=CCn1c(SCC(=O)Nc2ccc3c(c2)OCO3)nnc1-c1ccccc1OC | -20 | -8 | -3 | 0 | 18 | 0.82 | -12 | 9 | 1.1
23 | c1ccc(-c2nc(-c3ccccn3)nc(-c3ccccn3)n2)nc1 | -157 | -11 | 6 | -6 | -33 | 1.3 | -59 | 15 | 1.1
24 | Cc1c(Cl)cccc1NC(=O)c1cc(S(=O)(=O)N2CCOCC2)cn1C | 1 | -16 | -10 | -6 | 7 | 0.93 | -3 | 16 | 1.2
25 | CN(c1ccccc1)S(=O)(=O)c1ccc(NC(=O)c2cccs2)cc1 | 9 | 0 | 0 | 26 | -1 | 1 | 28 | 12 | 1
26 | Cc1nc(N)nc(Cl)c1Cc1ccc(Cl)cc1 | -16 | 1 | -4 | 16 | 0 | 1 | 16 | 7 | 0.99
27 | Cc1nnc2sc(SCc3ccc(Br)cc3)nn2c1=O | -66 | 4 | -8 | 10 | -5 | 1 | 5 | 7 | 0.96
28 | COC(=O)[C@@H]1[C@H](CCc2ccccc2)NC(=O)N(Cc2ccccc2)[C@@H]1C | -2 | 0 | 2 | 5 | 0 | 1 | 18 | 8 | 1
29 | C=CCc1c(C)nc(-c2ccccc2)nc1N/N=C/c1ccccc1 | 33 | -9 | -8 | 14 | 14 | 0.85 | 46* | 18 | 1.1
30 | O=C1NC(c2cccs2)C(C(=O)c2ccccc2)C(O)(C(F)(F)F)N1 (centres undefined) | 1 | 7 | -16 | 17 | 7 | 0.93 | 2 | -8 | 0.93

Three entries drawn at random from the list so far:
cpd | canonical_smiles | TIM10 inh | mIAP block | ATG4B inh | NLRP3 yeast inh | hIAP inh | hIAP activ | tim10-1 inh | Apaf1 inhib | mIAP act
9 | CC(=O)c1cnc(SCC(=O)O)nc1C | 2 | 2 | -4 | 1 | -2 | 1 | -10 | -10 | 0.98
7 | CC(=O)NC(=S)Nc1ccc(NC(=O)COc2ccc(Cl)cc2)cc1 | -6 | -3 | -18 | 10 | 11 | 0.89 | 13 | 12 | 1
3 | CSc1nc(C)cc(C)c1C(N)=O | 3 | -4 | -4 | 8 | -10 | 1.1 | 12 | -1 | 1

(continued)
cpd | canonical_smiles | TIM10 inh | mIAP block | ATG4B inh | NLRP3 yeast inh | hIAP inh | hIAP activ | tim10-1 inh | Apaf1 inhib | mIAP act
31 | COc1ccc2nc(C)cc(Nc3ccc(C(=O)O)cc3)c2c1 | -12 | -9 | -1 | 24 | -22 | 1.2 | 18 | 9 | 1.1
32 | COc1ccc(C(CNC(=O)Cc2cc(OC)c(OC)c(OC)c2)N2CCCC2)cc1 (centres undefined) | 4 | -12 | -2 | 7 | -13 | 1.1 | 0 | 25 | 1.1
33 | Cc1ccc(-c2cn3cccnc3n2)cc1 | 8 | -9 | 4 | 30 | 10 | 0.91 | 14 | -8 | 1.1
34 | CCOC(=O)c1[nH]c2ccc(OC)cc2c1NC(=O)CCN1CCCC(C)C1 (centres undefined) | 4 | 4 | -1 | 7 | 6 | 0.94 | 6 | 8 | 0.96
35 | COC(=O)Cc1c(O)ccn(CCc2c[nH]c3ccccc23)c1=O | -8 | 0 | -6 | 20 | -3 | 1 | -3 | -5 | 1
36 | O=C1NC(=S)S/C1=C\c1ccc2ccccc2c1 | 9 | 14 | -1 | 38 | 9 | 0.91 | 35 | 13 | 0.86
37 | O=C(c1cccc2ccccc12)C1CCCN(C(=O)CCCn2cncn2)C1 (centres undefined) | -23 | 2 | -7 | 4 | -16 | 1.2 | -1 | -3 | 0.98
38 | O=C(NCCCc1ccncc1)C1CCC(=O)N(Cc2cccc(C(F)(F)F)c2)C1 (centres undefined) | -6 | -1 | 1 | 16 | 2 | 0.98 | -8 | -13 | 1
39 | CC(=O)c1cccc(NC(=O)CCS(=O)(=O)c2cccc3nonc23)c1 | 11 | 8 | -8 | 19 | -26 | 1.3 | 5 | 4 | 0.92
40 | Cc1cc(C)nc(SCC(=O)NCC2COc3ccccc3O2)n1 (centres undefined) | -13 | 10 | 4 | -3 | 16 | 0.84 | -1 | -7 | 0.91

Entries of single compounds from above:
CC(=O)c1cccc(NC(=O)CCS(=O)(=O)c2cccc3nonc23)c1 reads TIM10 inh = 11; mIAP block = 8; ATG4B inh = -8; NLRP3 yeast inh = 19; hIAP inh = -26; hIAP activ = 1.3; tim10-1 inh = 5; Apaf1 inhib = 4; mIAP act = 0.92
O=C1NC(=S)S/C1=C\c1ccc2ccccc2c1 reads TIM10 inh = 9; mIAP block = 14; ATG4B inh = -1; NLRP3 yeast inh = 38; hIAP inh = 9; hIAP activ = 0.91; tim10-1 inh = 35; Apaf1 inhib = 13; mIAP act = 0.86
Cc1ccc(-c2cn3cccnc3n2)cc1 reads TIM10 inh = 8; mIAP block = -9; ATG4B inh = 4; NLRP3 yeast inh = 30; hIAP inh = 10; hIAP activ = 0.91; tim10-1 inh = 14; Apaf1 inhib = -8; mIAP act = 1.1

(more compounds)
cpd | canonical_smiles | TIM10 inh | mIAP block | ATG4B inh | NLRP3 yeast inh | hIAP inh | hIAP activ | tim10-1 inh | Apaf1 inhib | mIAP act
41 | CCn1c(NC(=O)c2ccc(F)cc2)c2ccccc2nc1=O | 7 | 11 | 7 | -3 | 8 | 0.92 | 22 | -9 | 0.89
42 | Cc1ccc2nc(SCC(=O)NCCc3ccccc3)nc(=O)n2c1 | -6 | 0 | 1 | -4 | -10 | 1.1 | -20 | 3 | 1
43 | c1ccc2cc(CCCc3cc4ccccc4cn3)ncc2c1 | 11 | 0 | -2 | 31 | 5 | 0.95 | 25 | 19 | 1
44 | COCCNC(=O)c1cc(-c2ccccc2)nn1CC1CC(c2cccc([N+](=O)[O-])c2)=NO1 (centres undefined) | -5 | 2 | -2 | 16 | 9 | 0.91 | 0 | -4 | 0.98
45 | O=C(c1ccco1)N1CCN(c2ncnc3c(-c4ccccc4)nsc23)CC1 | 5 | 2 | -6 | 3 | 5 | 0.95 | 17 | 25 | 0.98
46 | Cc1ccc(NC(=O)Nc2ccccc2C(N)=O)cc1 | 14 | 0 | -9 | 4 | 9 | 0.91 | 6 | -4 | 1
47 | CCOC(=O)N1CCN(C(=O)c2ccccc2NC(=O)c2ccc(Br)cc2)CC1 | 26 | 3 | -2 | -1 | 7 | 0.93 | 29 | -12 | 0.97
48 | Cc1csc(N/N=C/c2ccc([N+](=O)[O-])cc2)n1 | 19 | 16 | -1 | 12 | -11 | 1.1 | 14 | 1 | 0.84
49 | CCC(Sc1ccc2nnc(-c3ccc(F)cc3)n2n1)C(=O)O (centres undefined) | 0 | -7 | -3 | -3 | 13 | 0.87 | 9 | -18 | 1.1
50 | CCOC(=O)c1c(NC(=O)COC(=O)c2ccc([N+](=O)[O-])cc2)sc(C(=O)N(C)C)c1C | 9 | 10 | -2 | 16 | 10 | 0.9 | 17 | 20 | 0.9
51 | CC(C)(C)S(=O)(=O)c1cnc2c(-c3ccc(F)cc3)cnn2c1N | -6 | 11 | 1 | -20 | 10 | 0.9 | 11 | 14 | 0.89
52 | COc1ccc2c(c1)c(=O)oc1cc(OC(C(=O)O)c3ccccc3)ccc12 (centres undefined) | 11 | 9 | 11 | 9 | -4 | 1 | 13 | 8 | 0.91
53 | O=C1CN(C(=O)COC(=O)c2cccc(OCc3ccccc3)c2)c2ccccc2N1 | 11 | 5 | 8 | 10 | 10 | 0.9 | 15 | 15 | 0.95
